High-throughput results (PubChem)
TEAD-YAP block: TEAD-YAP interaction inhibition, primary screen, TEAD-YAP interaction inhibitor project, luminescence, HEK-TIYL cells | TEAD-Gal4/YAP UAS-luciferase luminescence | inhibition, % at 9.12 µM | 640,000 tested, 1.4% active; in the data active means inhibition above about 32%;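 further: 0% = median of test compound wells and 100% = reference inhibitor wells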
FBW7 act: FBW7 E3 ligase activators, primary screen, biochemical, AlphaScreen, human; AlphaScreen FBW7–phospho-cyclin E peptide binding, activator screen; normalized activity (activation), % at 26.1 µM; 650,000 tested, 0.13% active; in the data active means normalized activity above about 1.9%;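 further: purified mutant Fbw7 with reduced substrate affinity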
Target sequence (Q969H0 whole entry, looked up): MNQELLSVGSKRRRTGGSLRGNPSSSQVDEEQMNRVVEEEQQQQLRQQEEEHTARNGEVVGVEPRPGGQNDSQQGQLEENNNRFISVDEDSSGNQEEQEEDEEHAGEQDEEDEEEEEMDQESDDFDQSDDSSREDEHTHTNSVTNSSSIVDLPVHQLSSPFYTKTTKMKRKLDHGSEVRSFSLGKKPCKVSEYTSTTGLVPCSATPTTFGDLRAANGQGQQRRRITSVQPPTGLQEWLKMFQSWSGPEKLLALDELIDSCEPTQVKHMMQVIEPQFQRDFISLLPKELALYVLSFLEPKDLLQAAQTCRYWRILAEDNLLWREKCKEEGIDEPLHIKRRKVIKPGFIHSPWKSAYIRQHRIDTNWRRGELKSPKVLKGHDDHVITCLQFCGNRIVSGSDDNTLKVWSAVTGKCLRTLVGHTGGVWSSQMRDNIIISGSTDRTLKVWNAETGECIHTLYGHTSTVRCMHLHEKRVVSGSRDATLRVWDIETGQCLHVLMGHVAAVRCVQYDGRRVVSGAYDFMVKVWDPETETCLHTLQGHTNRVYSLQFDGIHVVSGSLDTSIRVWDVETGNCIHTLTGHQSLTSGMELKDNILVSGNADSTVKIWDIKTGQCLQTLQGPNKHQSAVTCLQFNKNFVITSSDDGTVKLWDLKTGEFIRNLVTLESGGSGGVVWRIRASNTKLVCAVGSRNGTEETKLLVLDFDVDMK
GPR151 activ: activators of human GPR151, primary screen, cell-based, PathHunter beta-arrestin, luminescence; G-protein coupled receptor 151 (Homo sapiens), Q8TDV0; PathHunter beta-arrestin GPR151 cells; activation, % at 11.2 µM; 650,000 tested, 1% active; AID 1508602, 2020; in the data active means activation above about 4.9%;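 further: 0% = median of compound wells and 100% = cells with positive control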
Target sequence (Q8TDV0 whole entry, looked up): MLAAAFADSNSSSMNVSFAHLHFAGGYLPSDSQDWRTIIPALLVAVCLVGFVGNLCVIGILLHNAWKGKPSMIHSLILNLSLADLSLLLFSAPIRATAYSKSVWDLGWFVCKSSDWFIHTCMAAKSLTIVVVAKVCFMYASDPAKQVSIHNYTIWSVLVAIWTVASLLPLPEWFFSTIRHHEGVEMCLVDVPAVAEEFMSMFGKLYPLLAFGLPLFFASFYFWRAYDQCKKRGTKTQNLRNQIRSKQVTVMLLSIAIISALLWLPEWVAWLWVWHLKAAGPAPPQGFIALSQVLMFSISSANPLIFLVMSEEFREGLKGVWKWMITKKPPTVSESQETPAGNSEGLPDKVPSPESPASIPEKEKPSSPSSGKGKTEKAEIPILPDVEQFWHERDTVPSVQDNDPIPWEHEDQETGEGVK
MITF primary: MITF inhibitors, primary screen, biochemical, AlphaScreen, human; inhibition, % at 2.6 µM; Microphthalmia-associated transcription factor (Homo sapiens), O75030; 650,000 tested, 0.91% active; AID 1259374, 2018; AlphaScreen MITF homodimerization, bead proximity signal; in the data active means inhibition above about 50%;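 further: 0% = vehicle wells with protein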
An asterisk follows results filed as active. Random draw from the library (roughly 3.4% active in at least one column).

smiles,MITF primary,FBW7 act,TEAD-YAP block,GPR151 activ
COc1ccc(-c2nc(Nc3ccccc3F)c3ccccc3n2)cc1OC,-8,0.1,12,3.9
CN1CCCN(Cc2cccc3ccccc23)CC1,52*,0.3,-6,-1.3
CC1CCCN(C(=O)CN(C)S(=O)(=O)c2cc3c(cc2Cl)NC(=O)CO3)C1 (stereo not given),6,0.2,0,-0.8
CCn1c(=O)c2cc(C(=O)NCCN3CCCCC3C)sc2c2ccccc21 (stereo not given),1,-0.5,3,0.1
COc1cccc(C(=O)Nc2nc(-c3ccc(F)cc3)cs2)c1OC,7,-0.1,4,-0.1
O=C1C2CCCC1CC(C(=O)N1CCOCC1)C2 (stereo not given),-2,0.0,-6,3.3
Cc1ccc(S(=O)(=O)NC(=O)N2CCCN(C(=O)OC(C)(C)C)CC2)cc1,10,0.1,-2,-0.3
O=C(O)c1cc(NC(=O)c2ccc3c(c2)C(=O)N(Cc2ccccc2)C3=O)cc(C(=O)O)c1,12,0.1,-3,-1.0
COC(=O)c1nnn(CC(=O)N(c2ccccc2)c2ccccc2)c1C(=O)OC,1,0.1,6,1.0
Cc1ccc(NC(=O)NNC(=O)C2CC2)cc1,-7,-0.1,-5,-0.9
O=C(Nc1ccc(Cl)c(Cl)c1)c1ccc(F)c(S(=O)(=O)N2CCc3ccccc32)c1,-1,0.1,-3,1.8
O=[N+]([O-])c1cccc(C=Nc2cc(Cl)ccc2O)c1,2,0.5,6,1.6
Cc1cc(NC(=O)c2ccc(Cl)s2)n(-c2nc3ccccc3s2)n1,6,0.2,1,-0.8
CCN(CC)c1nc(C)nc2sc(C(=O)Nc3ccc4c(c3)OCO4)c(C)c12,-5,-0.2,-21,2.0
COc1cccc(NC(=O)N2CCC(n3nnc4cc(C(F)(F)F)ccc43)CC2)c1,6,-0.1,-4,-0.8
CCOC(=O)c1ccc(OCC2c3cc(OC)c(OC)cc3CCN2C(=O)c2ccc(OCC)c(OCC)c2)cc1 (stereo not given),-4,0.0,4,-0.1

Random excerpt: 5 entries already listed, in no set order.
smiles,MITF primary,FBW7 act,TEAD-YAP block,GPR151 activ
O=[N+]([O-])c1cccc(C=Nc2cc(Cl)ccc2O)c1,2,0.5,6,1.6
CCN(CC)c1nc(C)nc2sc(C(=O)Nc3ccc4c(c3)OCO4)c(C)c12,-5,-0.2,-21,2.0
CCOC(=O)c1ccc(OCC2c3cc(OC)c(OC)cc3CCN2C(=O)c2ccc(OCC)c(OCC)c2)cc1 (stereo not given),-4,0.0,4,-0.1
COc1cccc(NC(=O)N2CCC(n3nnc4cc(C(F)(F)F)ccc43)CC2)c1,6,-0.1,-4,-0.8
O=C(Nc1ccc(Cl)c(Cl)c1)c1ccc(F)c(S(=O)(=O)N2CCc3ccccc32)c1,-1,0.1,-3,1.8

Continuation:
smiles,MITF primary,FBW7 act,TEAD-YAP block,GPR151 activ
CCCCN(CP(=O)(O)O)CP(=O)(O)O,33,-0.1,5,-0.3
O=S(=O)(Nc1ccccc1)N1CCCCC1,-5,0.3,9,0.0
Cc1cc(C)nc(SCC(=O)N/N=C\c2cccc(Cl)c2Cl)n1,-17,0.1,6,0.4
COc1ccc(NC(=O)Cc2c[nH]c3ccccc23)cc1Cl,10,-0.1,4,0.4
CC(C)(CCl)C(=O)N1CCC2(CC1)CC(=O)c1ccccc1O2,14,0.9,2,0.1
O=C(NCc1cccc(Cl)c1)c1ccc(Cn2c(=S)[nH]c3cc4c(cc3c2=O)OCO4)cc1,-4,0.0,11,-0.3
CC(NC(=O)c1ccc2c(c1)NC(=O)C(CS(=O)(=O)Cc1ccc(F)cc1Cl)N2)c1ccccc1 (stereo not given),7,-0.2,5,2.3
CCOc1ccc(-c2[nH]ncc2C(=O)O)cc1Cl,13,0.0,0,0.5
O=C1c2ccccc2C(=O)N1CC(O)Cn1nnc2ccccc21 (stereo not given),5,-0.1,-3,1.2
Cn1cc(C(=O)NCc2ccccc2Cl)c2[nH]c(=O)n(Cc3ccccc3)c(=O)c21,-3,-0.1,4,-1.6
O=c1c2ccc(Cl)cc2[nH]c(=S)n1C1CCCCCC1,-8,0.0,6,0.0
CCOc1ccc(NC(=O)C2C3C=CC4(O3)C2C(=O)N(CCc2ccccc2)C4C(=O)NC2CCCCC2C)cc1 (stereo not given),-10,-0.1,-2,-0.9
COc1ccc(C(=O)N2CCN(Cc3cccc(OC)c3OC)CC2)cc1,-6,-0.2,-8,-0.8
COc1ccc(OC)c(NC(=O)c2cc(S(=O)(=O)N(C)Cc3ccccc3)ccc2F)c1,12,0.1,-4,0.0
CN(C)S(=O)(=O)N1CCC(n2nc(-c3cccs3)ccc2=O)CC1,-2,-0.2,1,2.1
O=C(O)c1cn(-c2ccccc2)nc1/C(=N\O)c1ccccc1,16,0.6,16,-0.2
NC(=O)C1CCN(c2ncnc(N)c2[N+](=O)[O-])CC1,6,-0.1,13,0.2
NNC(=O)c1ccccc1S(N)(=O)=O,-14,-0.1,-4,0.9
Cc1cc(C(=O)NCC2Cc3cc(-c4ccsc4)cc(Cl)c3O2)n(C)n1 (stereo not given),7,-0.1,7,-0.7
CCOc1ccc(Br)cc1C(=O)N/N=C/c1ccc([N+](=O)[O-])s1,22,0.8,8,-0.4
CC1CCCC(NC(=O)COC(=O)CN2C(=O)C3CCCCC3C2=O)C1C (stereo not given),14,0.4,0,-0.4
Cc1ccc2c(c1)C(=O)CC(O)(C(F)F)O2 (stereo not given),4,-0.1,-8,-2.0
O=C(CC1CCCC1)NNC(=O)c1ccc(NS(=O)(=O)c2cccs2)cc1,-2,0.4,-1,1.9
C=CCN1C(=O)/C(=C\c2ccc(OCc3ccccc3)cc2)SC1=Nc1ccccc1,1,-0.1,-3,0.6
COc1ccc(OC)c(NC(=O)c2cc3c(n(-c4ccc(C)cc4)c2=O)CCCC3=O)c1,9,0.1,-1,1.3
N#Cc1c(NC(=O)c2ccc([N+](=O)[O-])o2)oc(-c2ccco2)c1-c1ccco1,14,-0.2,14,-1.0
COc1ccc(C)cc1NC(=O)C(=O)NNC(=O)c1cccs1,7,0.4,-12,3.2
COc1ccc(-c2cc(C(=O)Nc3ccc(Cl)cc3)c3ccccc3n2)cc1OC,-4,0.0,8,0.4
O=c1oc2ccccc2c(O)c1C1NCCc2ccccc21 (stereo not given),0,-0.1,3,-0.8
O=C(N/C(=C\c1ccc([N+](=O)[O-])cc1)C(=O)N1CCCCC1)c1ccc(Br)o1,-8,0.1,1,-1.0
N#Cc1cc2c(nc1SCC(=O)Nc1nc3ccccc3s1)CCC2,3,0.0,90*,0.8
CCOC(=O)C(Sc1nnc(COc2cccc(OC)c2)n1C)C(C)C (stereo not given),-2,-0.1,1,2.7
Cc1nc2n(CC(=O)c3ccc(Br)cc3)c3ccccc3n2n1,18,0.8,-1,-0.7
O=C(CNS(=O)(=O)c1cccs1)N1CCN(c2cccc(Cl)c2)CC1,-2,-0.1,-2,0.1
O=C(CSCc1cccc(Br)c1)NN=C1CCCC1,8,0.8,-3,1.1
COc1ccc(C(=O)Oc2ccccc2Cl)c(OC)c1,10,0.0,-3,-0.6
COc1ccccc1NC(=O)c1sc2nc3cc4c(cc3cc2c1N)OCO4,-7,-0.3,-8,-0.3
CCOC(=O)C1CCN(Cc2ccc([N+](=O)[O-])cc2)CC1,20,0.7,-9,0.2
CC(=O)N(c1cccc2ccccc12)S(=O)(=O)c1ccc(Cl)cc1,-5,1.3,4,-1.3
Cc1ccc(C(=O)COC(=O)c2cc(Br)c(N)c(Br)c2)cc1[N+](=O)[O-],-4,-0.1,-3,-1.0

Record cards, from the list above.
Entry for O=C(O)c1cc(NC(=O)c2ccc3c(c2)C(=O)N(Cc2ccccc2)C3=O)cc(C(=O)O)c1 : MITF primary = 12; FBW7 act = 0.1; TEAD-YAP block = -3; GPR151 activ = -1.0
Entry for NNC(=O)c1ccccc1S(N)(=O)=O : MITF primary = -14; FBW7 act = -0.1; TEAD-YAP block = -4; GPR151 activ = 0.9

Additional records.
smiles,MITF primary,FBW7 act,TEAD-YAP block,GPR151 activ
CCOC(=O)c1sc2nc(SCc3cccc([N+](=O)[O-])c3)n(Cc3ccc(F)cc3)c(=O)c2c1C,-21,0.0,-2,-1.1
Cc1cc(C)c2c(NCc3cn(C)nc3C)n[nH]c2n1,-5,-0.2,-6,0.9
O=S(=O)(Nc1cccc(Br)c1)c1ccc(-n2cccn2)cc1,-8,0.4,5,0.1
COc1ccc2c(c1)C(C)(Cc1ccc(Cl)s1)C(=O)N2 (stereo not given),13,-0.1,2,1.1
CC(Oc1ccccc1)C(=O)NCC1CCC2(CCN(Cc3ccncc3)CC2)O1 (stereo not given),-3,0.0,-20,0.1
CS(=O)(=O)N(Cc1ccc(C(=O)N/N=C/c2ccc(F)cc2)cc1)c1ccccc1,20,0.0,1,-0.4
COc1ccc(-n2nc(C(=O)NCC(=O)Nc3ncccc3C)c3ccccc3c2=O)cc1,0,-0.2,12,-0.1
CCCc1cc(NCCN2CCOCC2)n2c(nc3ccccc32)c1C#N,8,0.5,10,-0.2
CCOC(=O)C1=C(C)NC2=C(C(=O)C(C(=O)OCC)C(c3cccc(OC)c3)C2)C1c1ccc(C(C)(C)C)s1 (stereo not given),3,0.2,-8,0.0
CCOc1ccc(N2CC(NC(=O)Nc3ccccc3C(N)=O)CC2=O)cc1 (stereo not given),-2,0.1,2,0.9
O=C(NCc1ccccc1Cl)c1ccncc1,-7,-0.1,3,-0.7
O=C1OC(c2cccs2)=N/C1=C/c1cccc2ccccc12,5,0.1,3,1.3
CCNc1cccc(C(=O)NCc2cccc(C(F)(F)F)c2)n1,-2,0.1,2,-0.4
Cc1nc(NCC(C)(C)C)sc1-c1ccn(CCN2CCOCC2)n1,6,-0.1,13,0.5
COCc1ccc(CN2CCN(Cc3ccc(OC)c(C)c3C)C(CCO)C2)o1 (stereo not given),-10,0.7,-6,-1.3
Cc1ccc(N2C(=O)CC(Sc3nnc(C)s3)C2=O)c(C)c1 (stereo not given),-4,-0.1,14,-0.1
CCOc1ccc(CC(=O)NCCS(=O)(=O)N2CCN(c3ccccc3F)CC2)cc1,-6,0.1,4,-1.7
COc1ccc(OC)c(NC(=O)CN(CCc2ccccc2)S(=O)(=O)c2ccc(Br)cc2)c1,-10,-0.2,-13,-0.4
CCC(C)Nc1nc2c(c(=O)n(C)c(=O)n2C)n1CCCc1ccccc1 (stereo not given),-3,-0.1,9,1.4
COc1cc2c(cc(C(=O)O)n2C)c(OC)c1OC,17,0.7,2,0.0
COC(=O)C1=C(C)N=c2s/c(=C/c3ccccc3)c(=O)n2C1c1ccccc1Cl (stereo not given),1,0.9,-1,-1.9
O=C(O)C1C2C=CC(O2)C1C(=O)N1CCOCC1 (stereo not given),-10,0.1,0,-0.8
Cc1c(C(=O)OC(C)C)sc(NC(=O)c2cc(-c3ccc(Cl)c(Cl)c3)nc3ccccc23)c1C(=O)OC(C)C,-7,0.0,-6,3.8
COc1ccc(-c2n[nH]c(=S)n2N)cc1,18,0.7,-3,-1.6
CCOc1cc(CN2CCc3nnc(CNC(=O)c4ccccn4)n3CC2)ccc1OC,3,-0.1,3,-0.5
Cc1csc(Sc2ccc(C(=O)N3CCC(C(N)=O)CC3)cc2[N+](=O)[O-])n1,4,0.0,1,0.0
Nc1cccc(-c2nc(Nc3ccccc3)c3ncn(-c4ccccc4)c3n2)c1,18,0.3,12,1.3
CC1Oc2ccc(F)cc2N(Cc2ccc(C(F)(F)F)o2)C1=O (stereo not given),-18,0.1,-7,-1.5
CC(C)OCCCNc1nc2c(-c3ccc(Cl)cc3)nnn2c2ccccc12,8,0.1,4,1.4
Cc1cccc(NC(=O)CSc2nnc(NC(=O)c3ccccc3C)s2)c1,25,-0.1,-38,-0.2
Cc1cc(NC(=O)CN(c2cccc(Cl)c2)S(C)(=O)=O)ccc1Br,-12,1.0,3,0.4
NC(=O)CCc1cccc(Oc2ccc(F)cc2)c1,16,0.1,-6,-2.2

Individual results from above.
For GPR151 activ, NC(=O)C1CCN(c2ncnc(N)c2[N+](=O)[O-])CC1 has the entry 0.2
For MITF primary, CCCc1cc(NCCN2CCOCC2)n2c(nc3ccccc32)c1C#N has the entry 8
For MITF primary, COCc1ccc(CN2CCN(Cc3ccc(OC)c(C)c3C)C(CCO)C2)o1 (stereo not given) has the entry -10

The list goes on:
smiles,MITF primary,FBW7 act,TEAD-YAP block,GPR151 activ
COCCNC(=O)C(=O)NNC(=O)COc1ccc(Cl)cc1,15,0.0,3,-0.8
COc1ccc(-c2nc(NCCO)c3ncn(C(C)C)c3n2)cc1,5,0.1,8,0.6
CC(=O)Nc1c(C(=O)N2CCN(c3ncccn3)CC2)cnn1-c1ccccc1Cl,-1,-0.1,-7,-1.2
C=CCC(O)(CC=C)CNC1CCCN(c2nc(C)c3ccc(C)cc3n2)CC1 (stereo not given),-16,-0.1,2,0.9
C=Cc1ccc(Cn2c(C)c(CNCc3ccc(C)o3)c(C(=O)O)c2C)cc1,18,-0.2,7,0.5
c1ccc(C2CCSC2)cc1 (stereo not given),-4,-0.2,-3,1.9
CN(C)c1cccc(Nc2nc(NCc3cccc(C(F)(F)F)c3)c3ncn(-c4ccsc4)c3n2)c1,14,0.5,10,-1.4
Cc1ccc(NC(=O)c2ccc(NCCCN3CC(C)CC(C)C3)c([N+](=O)[O-])c2)cc1F (stereo not given),-5,0.3,-11,0.2
O=c1/c(=C/c2ccc(OCc3ccccc3)cc2)sc2nc(-c3ccc(Br)cc3)nn12,18,-0.4,-1,0.3
